G6PDH CS: L. mesenteroides G6PDH inhibition counter-screen; inhibition, % at 5 µM; actives 0.12% (n = 200,000); Purified L. mesenteroides G6PDH, diaphorase/resazurin coupled fluorescence, 45 min; in the data active = inhibition above about 50%
Diaphorase inh: counter-screen for diaphorase-based assays: diaphorase inhibitors and chemical oxidizers | diaphorase resazurin-to-resorufin fluorescence, NADH, 16 min; bacterial (C. kluyveri) enzyme, not human | inhibition, % at 20 µM | actives 0.69% (n = 190,000) | AID 1217;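 active = primary screen inhibition at 20 µM above a set limit, cut at about 50% in these data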;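 note: plate controls were DMSO with full reaction for no effect and wells lacking NADH for full effect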
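System: Diaphorase enzyme from Clostridium kluyveri | Amount: Enzyme working solution with 0.14 U/mL diaphorase | Benchmarks: No-NADH positive control and DMSO neutral control | Signal: Fluorescence of resorufin formed from resazurin, Ex 544/Em 590 nm | Schedule: 16-min room-temperature incubation before reading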
PPARg SRC-1 ag: PPARgamma-driven SRC-1 recruitment agonism; actives 0.41% (n = 200,000); P37231; activation, % at 8 µM; PPARgamma-SRC-1 coactivator recruitment biochemical assay; in the data active = activation above about 19%;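 note: 0% = DMSO and 100% = reference agonist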
Target sequence (P37231 whole entry, looked up): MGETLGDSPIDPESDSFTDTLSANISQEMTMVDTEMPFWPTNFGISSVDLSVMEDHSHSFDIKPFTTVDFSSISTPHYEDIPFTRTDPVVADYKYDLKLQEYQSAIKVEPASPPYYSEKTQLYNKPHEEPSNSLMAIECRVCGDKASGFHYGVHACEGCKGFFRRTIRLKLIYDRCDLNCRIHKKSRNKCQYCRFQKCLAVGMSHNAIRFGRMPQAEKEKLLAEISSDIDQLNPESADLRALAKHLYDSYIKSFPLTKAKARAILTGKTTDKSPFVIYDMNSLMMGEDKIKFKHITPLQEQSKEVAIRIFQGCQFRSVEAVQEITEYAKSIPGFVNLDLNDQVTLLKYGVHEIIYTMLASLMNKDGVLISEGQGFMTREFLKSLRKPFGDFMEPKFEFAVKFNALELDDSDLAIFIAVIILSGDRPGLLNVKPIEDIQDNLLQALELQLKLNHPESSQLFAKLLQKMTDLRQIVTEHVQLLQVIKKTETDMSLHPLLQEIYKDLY
PPARg SRC2 recr: PPARgamma-driven SRC-2 recruitment agonism; PPARgamma LBD-SRC-2 recruitment, biochemical; activation, % at 8 µM; actives 0.34% (n = 200,000); AID 1032; in the data active = activation above about 22%;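 note: 0% = vehicle and 100% = reference agonist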
S1P3 antagonist: S1P3 (human) receptor antagonism; Q99500; CHO S1P3 NFAT-BLA reporter, FRET fluorescence, antagonist mode; inhibition, % at 4.98 µM; actives 0.27% (n = 170,000);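 active = inhibition above the plate cutoff, the mean inhibition of test wells on that plate plus 3 SD, cut at about 28% in these data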;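 note: cells challenged with S1P at its EC80 of 0.8 µM; blue over green emission ratio from cleaved BLA substrate after 4 h stimulation; 0% = S1P-stimulated wells and 100% = unstimulated DMSO-only wells; some compounds past the cut are filed as inactive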
Target sequence (Q99500 whole entry, looked up): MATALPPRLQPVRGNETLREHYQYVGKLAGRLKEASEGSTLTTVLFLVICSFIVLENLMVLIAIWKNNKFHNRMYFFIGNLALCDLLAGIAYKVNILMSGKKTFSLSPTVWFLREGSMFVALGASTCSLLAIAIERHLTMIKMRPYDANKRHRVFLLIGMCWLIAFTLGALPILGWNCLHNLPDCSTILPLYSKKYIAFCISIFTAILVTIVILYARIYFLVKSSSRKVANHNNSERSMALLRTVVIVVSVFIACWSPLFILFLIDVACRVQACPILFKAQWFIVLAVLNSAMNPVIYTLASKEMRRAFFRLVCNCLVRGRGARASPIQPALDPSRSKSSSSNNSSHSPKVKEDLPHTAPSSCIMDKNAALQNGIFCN
ROMK mod: modulates human ROMK potassium channel activity; Tet-inducible ROMK, thallium flux fluorescence; actives lie on both sides; actives 2% (n = 130,000); P48048; B-score at 10 µM; AID 1918;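 active = signal ratio slope over the read window, or its plate-corrected B-score, at least 3 SD from the plate mean, either direction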;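 note: B-score of the F/F0 ratio slope over 7 to 12 s after thallium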
PMI act hi M6P: increases human PMI activity with near-saturating mannose 6-phosphate | P34949 | coupled PMI enzyme assay, resazurin fluorescence, 20 min; active compounds read high; 1 = untreated enzyme, 0 = substrate-free blank | activation factor at 20 µM | actives 0.34% (n = 190,000);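 active = activation factor of 2 or more at 20 µM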
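Material: human phosphomannose isomerase with PGI, G6PDH, diaphorase coupling enzymes. Quantity: 15 ng/mL PMI. Medium: HEPES pH 7.4 buffer with MgCl2 and Tween-20. Reagent: Near-saturating mannose-6-phosphate, 1.0 mM. Compound: 20 µM single dose. Times: enzyme reaction with compound 20 min at room temperature. Detection: resorufin fluorescence at Ex 544/Em 590 nm.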
SRC2 TRFRET art: TR-FRET artefact, counter-screen to PPARgamma/SRC-2 agonist assay | actives 0.4% (n = 200,000) | active compounds read high | TR-FRET ratio at 8 µM; in the data active = TR-FRET ratio above about 2000; note: inactives centre near 1500
PMI act: activators of human phosphomannose isomerase | P34949 | purified human PMI, coupled resazurin fluorescence, 20 min; active compounds read high; 1 = vehicle control, 0 substrate-free wells | activation factor at 20 µM | actives 0.005% (n = 190,000);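 active = activation factor of 2 or more at 20 µM, relative to plate controls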
Diaphorase act: diaphorase activation or chemical reduction counter-screen; Diaphorase/resazurin coupled assay, resorufin fluorescence, 16 min; active compounds read high; 1 = vehicle wells, 0 = NADH-free wells; activation factor at 20 µM; actives 0.005% (n = 190,000); AID 1229;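 active = diaphorase activity raised at least twofold by the compound at 20 µM; inactive = activation factor below 2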
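Material: purified diaphorase enzyme from Clostridium kluyveri / Medium: HEPES pH 7.4 buffer with MgCl2 and Tween 20 / Schedule: enzyme reaction of 16 min at room temperature / Measured by: resorufin fluorescence, excitation 544 nm, emission 590 nm / Evaluation: rise in resorufin formation, marking diaphorase activation or chemical reduction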
PPARg SRC3 recr: agonists of human PPARgamma SRC-3 coactivator recruitment; biochemical PPARgamma/SRC-3 coactivator recruitment assay; actives 0.26% (n = 200,000); activation, % at 8 µM; AID 731; P37231; in the data active = activation above about 23%;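 note: 0% = DMSO and 100% = reference agonist; some compounds past the cut are filed as inactive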
Starred values were filed as active, the others as inactive; · = not tested or not shown.

Start of the data: the first 2 compounds as a preview:
The line under a structure holds: G6PDH CS	Diaphorase inh	PPARg SRC-1 ag	PPARg SRC2 recr	S1P3 antagonist	ROMK mod	PMI act hi M6P	SRC2 TRFRET art	PMI act	Diaphorase act	PPARg SRC3 recr
CCOC(=O)CSc1n[nH]c(NC(=O)c2ccc(F)cc2)n1
  1.8	8.8	-3.5	-4.0	·	·	0.9	1518	0.9	0.9	-6.2
Cc1ccc(NC(=S)N(CCCN(C)C)Cc2cc3cc4c(cc3[nH]c2=O)OCO4)cc1
  2.0	3.2	2.6	-6.8	-15.6	-2.32	0.9	1464	0.9	1	-1.1

This part in full (from the top)
The line under a structure holds: G6PDH CS	Diaphorase inh	PPARg SRC-1 ag	PPARg SRC2 recr	S1P3 antagonist	ROMK mod	PMI act hi M6P	SRC2 TRFRET art	PMI act	Diaphorase act	PPARg SRC3 recr
CCOC(=O)CSc1n[nH]c(NC(=O)c2ccc(F)cc2)n1
  1.8	8.8	-3.5	-4.0	·	·	0.9	1518	0.9	0.9	-6.2
Cc1ccc(NC(=S)N(CCCN(C)C)Cc2cc3cc4c(cc3[nH]c2=O)OCO4)cc1
  2.0	3.2	2.6	-6.8	-15.6	-2.32	0.9	1464	0.9	1	-1.1
COc1nc2cc(C)ccc2cc1-c1noc(-c2cccnc2)n1
  -6.4	5.5	·	·	-20.6	·	1	·	1	0.9	·
CN1CC(=O)N(CC(=O)Nc2ccc(Br)cc2F)C1=O
  -3.5	16.8	-2.9	10.6	-5.8	-0.894	0.9	1480	1	0.8	0.7
CSCCC(NC(=O)c1occc1C)C(=O)O (stereo not given)
  -12.5	6.3	6.1	10.2	-24.7	0.413	1.1	1822	1	0.9	1.3
CC(=O)c1sc(NC(=O)C2(F)C(F)(F)C(F)(F)C(F)(F)C(F)(F)C2(F)F)nc1C
  6.4	-11.5	0.0	4.2	76.1*	·	1.3	1592	1.2	1.1	0.8
COCCNC(=O)C(c1ccc(C)o1)N(C(=O)c1snc(C(N)=O)c1N)c1ccc(C)cc1 (stereo not given)
  -22.1	17.0	-6.6	0.4	-15.7	·	0.9	1523	0.9	0.8	2.2
CC(=O)c1ccc(NC(=O)Cn2nc(C)c([N+](=O)[O-])c2C)cc1
  -6.1	7.5	-0.7	3.1	2.4	-0.104	1.1	1357	1.1	0.9	1.1
c1ccc(CNc2nc(N3CCOCC3)nc(N3CCOCC3)n2)cc1
  1.3	-1.5	5.8	2.7	·	0.608	1.1	1783	1.1	1	13.3
CCCCCCC1CC(=O)NC(=S)N1 (stereo not given)
  11.4	12.2	12.2	3.5	-11.8	0.486	0.9	1653	1	0.9	7.0
Cc1ccc2[nH]c(=O)c3cc(C(=O)N4CCN(C(=O)c5ccco5)CC4)sc3c2c1
  -5.5	59.5*	-3.5	-1.2	8.3	·	0.9	1821	0.9	0.4	-1.6
Cc1cc(NS(=O)(=O)c2ccc(Nc3nc(-c4sc(NC(=O)c5ccccc5)nc4C)cs3)cc2)no1
  7.8	32.8	7.8	5.5	·	-0.0431	1	1564	1	0.7	3.6
Cc1cc(Oc2ccc(C#N)cc2)nc(N2CCOCC2)n1
  4.2	9.4	4.2	4.9	·	·	1	1678	1.1	0.9	-4.9
Cc1ccc(NCc2nnc(SCc3ccc(C#N)cc3)n2Cc2ccco2)c(C)c1
  2.4	19.7	3.4	-7.1	-23.6	·	1	1562	0.9	0.8	-6.8
CNC(=O)c1sc2nc(-c3ccc(OC)cc3)cn2c1C
  -1.3	0.5	1.3	-8.4	3.5	·	1	1557	1	1	7.0
Cc1cc(C)nc(N(C#N)Cc2ccccc2)n1
  2.1	-6.9	1.5	1.0	-19.5	·	1.1	1450	1	1.1	2.2
CC1CN(C2CCN(S(=O)(=O)c3ccc4ccccc4c3)CC2)CC(C)O1 (stereo not given)
  7.5	27.0	7.4	5.3	·	0.141	0.9	1604	0.8	0.7	-3.7
Cc1onc(-c2c(F)cccc2Cl)c1C(=O)N1C=CC(C(F)(F)Cl)=NCC1
  0.5	9.8	-0.2	9.5	·	·	1	1649	1	0.9	5.1
C[C@]12CC[C@@H]3c4cc(O)c(O)cc4CC[C@H]3[C@@H]1CC[C@@H]2O
  29.2	66.0*	-3.3	7.9	5.2	·	0.7	1341	0.5	0.3	0.2
CN(C)S(=O)(=O)c1cccc(NC(=O)c2ccncc2)c1
  6.2	3.7	-0.4	-0.1	-0.1	-0.521	1.1	1636	1	1	-4.9
CCNC(=O)CC1C(=O)N(c2ccc(F)cc2)C(=O)N1CCC(C)C (stereo not given)
  -6.1	0.4	5.8	-0.7	·	·	1.1	1580	1.1	1	1.9
CN(C)CCCNC(=O)C1CCNCC1
  6.5	7.3	4.2	4.2	6.5	·	0.8	1600	0.8	0.9	1.8
CC(C)CNC(=O)C1C2C=CC(C2)C1C(=O)O (stereo not given)
  12.1	7.5	7.2	-0.2	10.1	·	1	1651	1	0.9	-4.6
Cc1ccc(S(=O)(=O)N(C)c2ccc(OCC(=O)Nc3nc4c(ccc5ccccc54)s3)cc2)cc1
  0.7	14.7	-3.8	-11.8	-1.6	0.807	0.9	1534	1	0.9	0.4
Cc1ccc(-n2[nH]c(C)c(/C=N/n3c(C)nc4ccccc4c3=O)c2=O)cc1
  4.8	-12.8	0.0	7.8	-12.7	1.22	1.2	1529	1.2	1.1	-8.6
CCCn1c(N)c(Br)c(=O)[nH]c1=O
  4.3	5.1	-5.4	3.3	-6.8	·	1	1389	0.9	0.9	1.9
COc1ccc(N2C(=O)C3CCCN3C2c2ccccc2OC)cc1 (stereo not given)
  2.6	-4.9	-3.2	-6.4	-32.7	·	0.9	1498	1	1	-11.4
CC(=O)Nc1ccccc1C(=O)C(=O)Nc1ccc(C)c(C)c1
  0.9	10.5	4.8	0.6	9.8	·	1	1662	1	0.9	4.6
COc1ccc(OC)c(NC(=O)CC2SC(=NCc3ccccc3)NC2=O)c1 (stereo not given)
  -3.5	2.8	-3.1	0.4	-10.2	0.425	1	1399	1	1	-1.1
Cc1cc(NCCCn2ccnc2)n2c(nc3ccccc32)c1C#N
  -20.4	4.3	-3.5	7.5	-45.5	·	0.9	1576	0.9	1	-2.1
COc1cccc(C2C3=C(N=C4SCC(=O)N42)c2ccccc2CC3)c1OC (stereo not given)
  0.0	24.9	-0.3	4.2	-2.4	·	0.8	1707	0.8	0.8	1.9
CC(=O)NC1(c2nnnn2CCOC(=O)Nc2ccc(Cl)cc2)CCCCC1
  7.0	5.9	-0.9	-1.0	-2.0	·	1	1410	1.1	0.9	2.8
COC(=O)c1ccc(C(=O)OC)c(NC(=O)CSc2ccccn2)c1
  5.7	13.7	0.6	4.5	·	-0.106	1	1516	1	0.9	-6.8
O=C(CNC(=O)c1ccncc1)N/N=C/c1ccccc1[N+](=O)[O-]
  6.5	9.9	-2.6	-0.8	-1.7	0.0294	1.1	1488	1.1	0.9	-3.7
COc1ccc(S(=O)(=O)N2CCOCC2)cc1NC(=O)CN1CCC(Cc2ccccc2)CC1
  1.3	19.2	4.5	2.7	-1.3	-0.984	1	1522	0.8	0.8	-0.1
CCN(C(=O)COC(=O)c1ccc(S(=O)(=O)N2CCCc3ccccc32)cc1)C1CCS(=O)(=O)C1 (stereo not given)
  -2.1	12.7	5.1	7.5	-9.8	1.1	0.9	1725	0.9	0.9	2.3
Cc1ccccc1CCN(C(=O)Cn1nnc2ccccc21)C(C(=O)NC(C)(C)C)c1ccsc1 (stereo not given)
  -6.2	12.8	-4.4	-3.6	·	·	0.9	1554	0.9	0.9	6.1
Cn1c2c(c(=O)n(C)c1=O)C1c3cc(Cl)ccc3OCC1CO2 (stereo not given)
  0.8	4.8	4.6	-0.4	·	·	1	1482	1	1	4.8
COc1ccc(-n2c(-c3ccccc3)nnc2-c2ccc(Cl)cc2)cc1
  9.3	11.2	2.5	0.1	·	·	0.9	1566	0.8	0.9	8.3
Cn1c(-c2ccc(Cl)cc2)cnc1N
  0.8	-2.7	10.6	-1.0	4.0	·	1	1525	0.9	1	3.4

Three records picked at random from those above, as already listed:
The line under a structure holds: G6PDH CS	Diaphorase inh	PPARg SRC-1 ag	PPARg SRC2 recr	S1P3 antagonist	ROMK mod	PMI act hi M6P	SRC2 TRFRET art	PMI act	Diaphorase act	PPARg SRC3 recr
COc1ccc(S(=O)(=O)N2CCOCC2)cc1NC(=O)CN1CCC(Cc2ccccc2)CC1
  1.3	19.2	4.5	2.7	-1.3	-0.984	1	1522	0.8	0.8	-0.1
COc1ccc(N2C(=O)C3CCCN3C2c2ccccc2OC)cc1 (stereo not given)
  2.6	-4.9	-3.2	-6.4	-32.7	·	0.9	1498	1	1	-11.4
COC(=O)c1ccc(C(=O)OC)c(NC(=O)CSc2ccccn2)c1
  5.7	13.7	0.6	4.5	·	-0.106	1	1516	1	0.9	-6.8

Next results follow:
The line under a structure holds: G6PDH CS	Diaphorase inh	PPARg SRC-1 ag	PPARg SRC2 recr	S1P3 antagonist	ROMK mod	PMI act hi M6P	SRC2 TRFRET art	PMI act	Diaphorase act	PPARg SRC3 recr
O=C(CSc1nnc2c(Cl)cc(Cl)cn12)N1CCN(S(=O)(=O)c2ccccc2)CC1
  8.0	14.1	-3.3	1.0	33.8	-0.825	1	1406	1.1	0.9	-8.0
CCSc1nnc(NC(=O)COc2ccc3ccccc3c2)s1
  6.1	13.0	-0.8	-3.5	·	·	0.9	1602	0.9	0.9	-7.4
CSCCC(NS(=O)(=O)c1ccc2ccccc2c1)C(=O)OCC(=O)c1ccc(C(C)C)cc1 (stereo not given)
  -1.4	16.0	1.4	3.7	3.8	-0.489	0.9	1465	0.9	0.8	4.5
C=CCN(C(=O)CNC(=O)c1cccs1)C(C(=O)NC1CCCCC1)c1cccnc1 (stereo not given)
  1.8	0.4	-3.8	-0.5	2.5	0.242	1	1484	1	1	-1.7
COc1ccc2ccccc2c1CN1CCN(C)CC1
  6.3	11.0	-1.0	1.3	15.7	-0.403	1	1632	0.9	0.9	-1.2
Cc1ccc(S(=O)(=O)N2CCC(C(=O)OC(C)C(=O)NCc3ccc4c(c3)OCO4)CC2)cc1 (stereo not given)
  1.4	25.3	6.7	3.6	-1.1	-0.466	0.9	1564	0.9	0.7	5.6
O=C(Nc1nnc(-c2cccnc2)o1)c1cccc(Cl)c1
  2.9	0.8	4.8	3.1	-5.1	0.00735	1.3	1522	1.3	1	5.3
COc1cccc(C(=O)N(Cc2ccccc2)Cc2cc3cc4c(cc3[nH]c2=O)OCCO4)c1
  11.3	12.5	-6.2	1.3	·	·	1	1496	1	0.9	5.9

Assay outcomes deposited in PubChem by several laboratories.
